NPY1 pot ag: NPY-Y1 receptor potentiators or agonists, primary screen, cell-based. Neuropeptide Y receptor type 1 (Homo sapiens), P25929. NPY-Y1 expressing cells, potentiator/agonist activation. activation, % at 3.6 µM. 220,000 compounds, 0.37% hits; in the data active = activation above about 33%, passing the limit was not always enough;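 also: cells stimulated with NPY at EC10 then isoproterenol at EC100; 0% = low agonist plus stimulus and 100% = saturating agonist plus stimulus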
S1P4 ag: S1P4 receptor agonists, primary screen, cell-based. activation, % at 4.98 µM. Sphingosine 1-phosphate receptor 4 (Homo sapiens), O95977. S1P4-expressing cell line, agonist reporter assay. 220,000 compounds, 0.35% hits. AID 1509, 2009; in the data active = activation above about 11%;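 also: 0% = DMSO vehicle and 100% = reference agonist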
Target sequence (O95977 whole entry, looked up): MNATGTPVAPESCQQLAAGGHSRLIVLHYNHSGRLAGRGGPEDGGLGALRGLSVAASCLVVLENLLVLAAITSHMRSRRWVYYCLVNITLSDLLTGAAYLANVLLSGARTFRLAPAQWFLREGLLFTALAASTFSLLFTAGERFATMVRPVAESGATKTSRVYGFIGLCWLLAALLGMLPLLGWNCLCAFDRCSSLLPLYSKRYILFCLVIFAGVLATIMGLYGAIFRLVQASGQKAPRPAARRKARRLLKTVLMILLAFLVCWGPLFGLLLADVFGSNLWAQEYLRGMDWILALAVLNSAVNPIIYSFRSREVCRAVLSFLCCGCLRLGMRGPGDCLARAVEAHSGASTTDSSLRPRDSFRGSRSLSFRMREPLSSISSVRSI
NPY Y1 blocker: NPY-Y1 receptor antagonists, primary screen, cell-based; Neuropeptide Y receptor type 1 (Homo sapiens), P25929; HEK293-CNG Y1 cells, membrane potential fluorescence; NPY at EC95, then isoproterenol; inhibition, % at 3.6 µM; 200,000 compounds, 1% hits; AID 1040, 2008;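 active = inhibition above the campaign mean inhibition of all tested compounds plus 3 SD, cut at about 20% in these data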;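 also: 0% = DMSO wells given NPY plus isoproterenol and 100% = isoproterenol alone without NPY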
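Material: HEK293 cells co-expressing NPY Y1 receptor and cyclic-nucleotide gated channel. Timing: compound incubation 1 h at room temperature, readout 45 min post-stimulation. Signal: fluorescence, membrane potential probe.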
S1P4 antag: S1P4 receptor antagonists, primary screen, cell-based. Sphingosine 1-phosphate receptor 4 (Homo sapiens), O95977. inhibition, % at 4.98 µM. 220,000 compounds, 0.26% hits. S1P4-expressing cells, antagonist mode, reporter read-out; in the data active = inhibition above about 29%;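 also: 0% = wells stimulated with agonist and 100% = vehicle wells without agonist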
EP2 modulator: EP2 receptor modulators, cAMP readout, primary screen, cell-based, HTRF cAMP, PGE2 stimulation; EP2-expressing cells, cAMP HTRF FRET, PGE2 co-stimulation; induction, % at 25 µM; 260,000 compounds, 0.83% hits; AID 940, 2007;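 active = compounds whose cAMP rise, as percent of the full-agonist control response, exceeds 60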;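 also: rat C6 glioma line stably carrying human EP2 under a CMV promoter; the protocol text gives 20 µM as final concentration; 100% = response of wells given 1 µM PGE2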
TRPN1 ag: zebrafish TRPN1 channel agonists, primary screen, cell-based, HEK293, calcium fluorescence. transient receptor potential cation channel N1 (TRPN1/NompC), Danio rerio. HEK293 zebrafish TRPN1-YFP, Fluo-8 calcium fluorescence; 100% = response to 87 µM carbachol. activation, % at 3 µM. 220,000 compounds, 0.18% hits. AID 1424, 2008;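 active = activation above its plate's cutoff, the mean activation of test wells on that plate plus 3 SD, cut at about 19% in these data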;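 also: 0% = DMSO alone and 100% = 87 µM carbachol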
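Material: zebrafish TRPN1-YFP in HEK293 cells. Doses: one dose of 3 µM, 0.3% DMSO. Incubation: dye 1 h 37 °C plus 30 min RT. Measured by: intracellular calcium fluorescence with Fluo-8.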
TRPML3 agonist: human TRPML3 channel agonists, primary screen, cell-based, HEK293 TRPML3-YFP, Fluo-8 calcium fluorescence, 3 µM | Mucolipin-3 (Homo sapiens), Q8TDD5 | activation, % at 3 µM | 220,000 compounds, 0.29% hits | 100% = the carbachol control signal;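 active = activation above its plate's cutoff, the mean activation of the plate's test wells plus 3 SD, cut at about 12% in these data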;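 also: 0% = DMSO only wells and 100% = carbachol wells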
Target sequence (Q8TDD5 whole entry, looked up): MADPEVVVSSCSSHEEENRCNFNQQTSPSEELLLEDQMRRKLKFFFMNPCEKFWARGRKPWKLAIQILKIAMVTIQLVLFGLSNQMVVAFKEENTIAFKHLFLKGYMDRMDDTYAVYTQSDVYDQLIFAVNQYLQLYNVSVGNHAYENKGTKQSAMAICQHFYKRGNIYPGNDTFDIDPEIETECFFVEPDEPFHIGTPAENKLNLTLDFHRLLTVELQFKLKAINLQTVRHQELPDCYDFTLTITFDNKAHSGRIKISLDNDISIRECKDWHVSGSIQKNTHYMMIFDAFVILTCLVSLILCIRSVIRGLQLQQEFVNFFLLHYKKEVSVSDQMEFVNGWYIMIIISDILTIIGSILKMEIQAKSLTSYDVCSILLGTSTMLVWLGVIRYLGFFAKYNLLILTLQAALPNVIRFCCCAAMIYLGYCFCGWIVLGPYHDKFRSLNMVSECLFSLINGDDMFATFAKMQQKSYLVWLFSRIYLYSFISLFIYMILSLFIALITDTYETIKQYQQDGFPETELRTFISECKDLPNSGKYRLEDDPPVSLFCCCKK
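Test system – HEK293 line with stable expression of human TRPML3-YFP channel · Control set – carbachol 87 µM final as high control (100%), DMSO as low control (0%) · Signal – Fluo-8 calcium dye fluorescence, ex 470-495, em 515-575 nm · Incubation – 1-h 37 °C dye load, 5-s basal, 120-s post-compound reads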
CHOP inhibitor: inhibitors of CHOP promoter induction, primary screen, cell-based, unfolded protein response, luciferase reporter; CHO-K1 CHOP-promoter luciferase, tunicamycin-induced, 15-18 h; inhibition, % at 10 µM; 220,000 compounds, 3.8% hits; AID 2732, 2010;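 active = compounds that reduced the stress-induced luciferase reporter signal by more than about 70% of percent inhibition, limit read from the data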;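 also: 0% = tunicamycin plus vehicle and 100% = wells without tunicamycin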
NPY2 pot ag: NPY-Y2 potentiators or agonists, primary screen, cell-based | cells expressing NPY-Y2, potentiator/agonist read-out | Neuropeptide Y receptor type 2 (Homo sapiens), P49146 | activation, % at 3.6 µM | 220,000 compounds, 0.45% hits; in the data active = activation above about 27%;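 also: cells stimulated with NPY near EC25 plus isoproterenol at EC100; 0% = vehicle plus submaximal agonist and 100% = vehicle plus saturating agonist; some results beyond the cut were filed as inactive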
* marks the source's active call; other numbers are inactive results; x = no result given; & = joins results of further samples.

SMILES	NPY1 pot ag	S1P4 ag	NPY Y1 blocker	S1P4 antag	EP2 modulator	TRPN1 ag	TRPML3 agonist	CHOP inhibitor	NPY2 pot ag
O=C(CCNC(=O)c1ccco1)NCc1ccccc1	-8	-0.2	2	-6	21	2.0	1.6	8	-10
O=C(c1ccc(Br)cc1)N1CCN(S(=O)(=O)c2ccccc2)CC1	27	2.2	-1	3	-12	2.0	0.4	-32	11
CCOC(=O)C1CCN(C(=O)/C=C/c2ccc(OC)cc2)CC1	0	2.2	10	6	-43	-0.3	-0.8	23	-7
Cc1ccc(C(=O)CSc2ccc(-c3cccnc3)nn2)cc1	-3	0.5	-2	-6	-49	1.9	2.5	8	-6
Cc1nc2nc(CSc3ccc(Cl)cc3)cc(=O)n2[nH]1	14	0.3	4	-9	22	1.3	0.5	-6	-13
CN1C(=O)SC(Nc2cccc3ccccc23)C1=O (configuration not stated)	11	2.4	1	-16	-106&-42	-0.7	-0.8	42	-11
Nc1c(NCc2ccccc2)c(=O)c1=O	9	0.5	x	-3	15	1.2	0.3	3	-10
O=C(CCC(=O)Nc1cccc2ccccc12)N/N=C/c1ccco1	13	1.4	4	-18	8	1.0	0.4	35	5
CCc1nc(SCC(=O)c2ccc(C)c(C)c2)n[nH]1	-9	-0.9	11	-8	23	-1.2	-0.3	20	4
CNC(=O)C1CCN(C(=O)c2ccc(-c3ccccc3)cc2)CC1	-12	-3.3	1	2	5	2.0	0.8	5	-4
NC(Cc1c[nH]c2ccccc12)C(=O)NCc1ccco1 (configuration not stated)	8	-0.3	-7	-11	-26&2	0.5	0.2	3	-5
O=C(Cc1nc(-c2ccc(Br)s2)cs1)NCCN1CCOCC1	-1	1.4	-3	-10	-13	1.0	-0.1	21	6
Cc1nc(/C=C/c2ccccc2)[nH]c(=O)c1-c1ccccc1	-5	-0.6	8	-9	2	3.4	0.9	33	-2
CNC(=S)NCCN1CCOCC1	-15	-2.5	3	-8	18	-0.3	1.0	1	13
O=C(CCN1CCc2ccccc2C(c2ccccc2)C1)c1ccc2c(c1)OCCO2 (configuration not stated)	-30	-1.4	7	4	57	-0.8	1.1	-36	-15
CC1(C)CC(c2nc(-c3ccc(Br)cc3)cs2)CCS1 (configuration not stated)	-20	1.6	3	-16	23	1.2	0.8	-5	3
OC1(c2ccccc2)CCN(Cc2ccccc2)C2CCCCC21 (configuration not stated)	-27	-2.3	18	1	-27	-2.5	1.1	-14	-25
c1nc(N2CCC3(CC2)OCCO3)c2c3c(sc2n1)CCCC3	-8	2.0	-4	-8	5	-1.2	0.0	24	7
Cn1cccc1/C=N/n1c(-c2ccc(Cl)cc2Cl)n[nH]c1=S	-25	0.3	0	-7	13	12	7.1	26	2
COc1ccc(-n2nc(C(=O)N3CCN(Cc4ccc5c(c4)OCO5)CC3)c3ccccc3c2=O)cc1	10	0.5	-1	-26	-3	2.8	0.9	-17	8

Brought forward from above: 4 entries, then new ones.
SMILES	NPY1 pot ag	S1P4 ag	NPY Y1 blocker	S1P4 antag	EP2 modulator	TRPN1 ag	TRPML3 agonist	CHOP inhibitor	NPY2 pot ag
OC1(c2ccccc2)CCN(Cc2ccccc2)C2CCCCC21 (configuration not stated)	-27	-2.3	18	1	-27	-2.5	1.1	-14	-25
c1nc(N2CCC3(CC2)OCCO3)c2c3c(sc2n1)CCCC3	-8	2.0	-4	-8	5	-1.2	0.0	24	7
Cn1cccc1/C=N/n1c(-c2ccc(Cl)cc2Cl)n[nH]c1=S	-25	0.3	0	-7	13	12	7.1	26	2
COc1ccc(-n2nc(C(=O)N3CCN(Cc4ccc5c(c4)OCO5)CC3)c3ccccc3c2=O)cc1	10	0.5	-1	-26	-3	2.8	0.9	-17	8
Brc1ccc2ncnc(Nc3cccc4ccccc34)c2c1	1	0.8	1	-14	-23	-0.8	0.5	31	8
N/C(Cc1nc2ccccc2s1)=N\O	-8	-0.4	x	-9	1	0.2	0.2	-13	-35
CC1CCCN(C2=NC(=O)/C(=C/c3cn(-c4ccccc4)nc3-c3cccc(S(=O)(=O)N(C)C)c3)S2)C1 (configuration not stated)	-19	-0.3	7	2	-7	-1.1	0.9	27	-10
CC(=O)Cc1nsc(NC(=O)c2cc(-c3ccccc3Cl)oc2C)n1	-17	2.0	5	-26	3&-29	-1.1	-0.6	33	1
COc1ccc(Br)cc1CN(C)C(C)C(=O)Nc1cc([N+](=O)[O-])ccc1OC (configuration not stated)	0	0.1	11	-2	19	-0.3	0.9	22	-1
Cc1ccc(S(=O)(=O)N2CCC(=O)N(C(CO)Cc3ccccc3)CC2)cc1 (configuration not stated)	5	2.3	4	-7	6	1.0	0.9	0	16
CSC1=NCCN1C(=O)C12CC3CC(CC(C3)C1)C2	8	0.7	-5	2	33	0.4	-0.1	-8	7
CCOC(=O)N1CCN(C(=O)C(CC)c2ccccc2)CC1 (configuration not stated)	7	-2.3	4	-13	16	1.6	0.8	14	11
O=C(COc1ccccc1O)Nc1ccc(Cl)cc1	5	0.2	-2	-7	-19	2.6	1.1	0	2
CC(=O)Nc1ccc(S(=O)(=O)NCCSCc2cccc(Cl)c2)cc1	11	-0.1	-9	-8	-59	0.4	-0.1	22	7
Cc1[nH]n(-c2ccccc2)c(=O)c1C=Nc1ccc(S(=O)(=O)Nc2nccs2)cc1	-2	0.2	-1	0	22	0.6	0.2	4	9
COCC(=O)NC1CCN(S(=O)(=O)c2cccc(C(C)=O)c2)CC1	10	1.2	1	-8	22	1.7	0.4	2	3
O=C1OCC2=C1C(c1ccc(F)cc1)c1cc3c(cc1N2)OCO3 (configuration not stated)	-16	3.6	15	-10	11	-1.7	-0.2	-22	-8
CCOCCc1nnc(NC(=O)c2cc(OC)c(OC)c(OC)c2)s1	-1	-1.9	3	-3	13	0.1	-0.1	10	3
CCOC(=O)c1cc(C#N)c(SCc2cccc3ccccc23)nc1C	9	0.2	6	-11	35	1.4	0.8	-11	5
NS(=O)(=O)c1ccc(NC(=O)C2CCCO2)cc1 (configuration not stated)	15	0.7	-6	-7	20	0.4	1.4	-13	28
Cn1c(CSc2nc3ccccc3n2C)nc2ccccc21	-3	1.8	-3	-1	-24	-0.3	-0.4	4	9
O=C(CNc1ccc(Oc2ccccc2)cc1)N1CCOCC1	-9	0.2	6	-4	-33	0.4	0.4	-12	1
Cc1occc1C(=O)Nc1sc2c(c1C(N)=O)CCCCC2	12	-0.4	-8	-2	-9	0.8	0.8	96*	-14
COc1cccc(NC2c3ccccc3C(=O)N2Cc2ccco2)c1 (configuration not stated)	-3	0.9	2	-23	-8	-0.9	-1.1	23	9

Limited to CHOP inhibitor (2 entries from above):
compound	CHOP inhibitor
CNC(=S)NCCN1CCOCC1	1
O=C(CCN1CCc2ccccc2C(c2ccccc2)C1)c1ccc2c(c1)OCCO2 (configuration not stated)	-36

Following part.
SMILES	NPY1 pot ag	S1P4 ag	NPY Y1 blocker	S1P4 antag	EP2 modulator	TRPN1 ag	TRPML3 agonist	CHOP inhibitor	NPY2 pot ag
CC1COC(=O)C(NNc2ccc(Cl)c(Cl)c2)=N1 (configuration not stated)	-12	2.7	-3	0	-64	1.5	-1.1	19	3
Cc1c(NC(=O)C2CCCO2)cccc1[N+](=O)[O-] (configuration not stated)	21	1.8	2	-6	-6	2.3	-0.5	1	7
COC(=O)c1ccc2c(=O)n(CCO)c(=S)[nH]c2c1	-11	-0.6	2	-20	1	0.2	0.4	-17	-11
COc1cccc(OC)c1C(=O)Nc1cc(C)on1	1	-1.3	1	-18	15	1.6	0.1	-17	-4
Nc1nc(NC(=O)c2cccnc2)nn1-c1ccccc1	-10	0.2	-3	-17	12	1.6	0.7	-1	-5
Cn1c2ccc(F)cc2c2ncn(Cc3ccco3)c(=O)c21	-4	-1.0	14	7	28	-2.0	-0.2	67	-3
Nc1c(C2=NCCO2)nnn1Cc1ccccc1	-17	0.0	-1	-12	-14	0.7	-0.2	-23	3
COc1ccc(C2CC(c3ccc4ccccc4c3)=NN2C(=O)CNC2CCCCC2)cc1 (configuration not stated)	5	-1.0	30*	5	-34	0.0	0.5	52	15
CCOC(=O)N1CCC(NC(=O)Cn2cc3c(n2)CCC(C)C3)CC1 (configuration not stated)	-26	-0.8	6	-6	14	0.9	0.2	6	2
Cc1ccc(-n2c(C)cc(C(=O)COC(=O)C3=NNC(=O)CC3)c2C)cc1	-3	-1.4	-1	10	20	-1.6	-0.9	9	-9
COCCCN1C(=O)C(=O)/C(=C(/O)c2ccc(OCC(C)C)cc2)C1c1cccnc1 (configuration not stated)	-15	1.1	3	7	36	0.9	0.8	1	-2
Cc1ccc(-c2nnc(-c3cccs3)o2)cc1	-6	-1.6	8	10	-19	-2.0	0.0	-18	-8
O=C(NCC(c1cccnc1)N1CCOCC1)c1cccc(Cl)c1 (configuration not stated)	-1	0.0	-7	-10	15	0.6	0.2	0	-1
c1ccc2c(CCNc3ncnc4nc[nH]c34)c[nH]c2c1	13	1.5	-4	-21	-5	7.3	2.8	x	11
COc1ccc(/C=N/OCC(=O)NC(c2ccccc2)c2ccccc2)c(OC)c1	-11	0.1	8	-16	49	-0.1	-0.7	22	-9
CN1CCC(N2CCCC(C(=O)O)C2)CC1 (configuration not stated)	-15	-4.0	-1	-26	14	-1.1	1.2	9	-9
CCOC(=O)c1ccccc1NC(=O)c1ccccc1N(C)S(C)(=O)=O	-11	-3.7	1	-9	6	1.2	-1.2	51	10
CC(C)COc1ccc(C(=O)N(Cc2ccco2)C2CCS(=O)(=O)C2)cc1 (configuration not stated)	-17	2.4	-4	-5	4	0.2	0.3	63	-4
Cc1cccc2cc(CN(CCN3CCCC3)C(=O)NC3CCCCC3)c(=O)[nH]c12	8	0.0	0	-13	-2	0.3	0.7	-11	3
Cc1noc(C)c1CSc1nnc(-c2ccccc2)n1N	-3	-0.9	-1	10	-36	-1.6	0.2	14	9
Cc1ccc2cc(C)c(Sc3nnnn3-c3ccccc3)nc2c1	-6	0.6	12	-20	44	2.1	-0.3	18	14
Cc1cc(C)cc(NC(=O)c2ccc(CSc3nnc(C)s3)cc2)c1	-8	1.3	5	-21	-8	2.8	-0.5	32	-16
COC(=O)C1Cc2ccccc2CN1C(=O)CCl (configuration not stated)	11	1.0	1	-5	22	-0.8	0.6	-34	-3

Screens: PubChem, several laboratories
